PP1 inh – PP1-alpha (human) inhibition in PP5 counter-screen; P62136; 0.9% of 320,000 active; inhibition, % at 6.7 µM; AID 2235; purified PP1alpha, OMFP fluorescence;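 active = inhibition above the mean inhibition of all tested compounds plus 3 SD, computed separately for each screening campaign, cut at about 15% in these data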
Target sequence (P62136 whole entry, looked up): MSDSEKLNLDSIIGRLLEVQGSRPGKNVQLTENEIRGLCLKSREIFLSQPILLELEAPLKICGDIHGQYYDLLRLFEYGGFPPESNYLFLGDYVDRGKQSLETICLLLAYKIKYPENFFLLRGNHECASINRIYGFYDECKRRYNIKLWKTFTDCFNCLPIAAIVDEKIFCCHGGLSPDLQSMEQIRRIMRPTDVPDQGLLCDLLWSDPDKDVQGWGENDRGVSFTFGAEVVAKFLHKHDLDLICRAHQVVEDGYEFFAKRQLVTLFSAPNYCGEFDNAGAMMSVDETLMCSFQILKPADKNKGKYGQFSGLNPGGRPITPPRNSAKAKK
JMJD2C inh – blocks human GASC-1 demethylase activity; Q9H3R0; AID 2099; GST-JMJD2C(1-420) H3K9me3 demethylation, DELFIA europium; inhibition, % at 2.35 µM; 0.069% of 330,000 active;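 active = more than half of a compound's replicate wells show inhibition beyond 50%, single wells judged on their own value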;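 note: signal counts dimethyl H3K9 product captured on neutravidin plate; 0% = median of DMSO wells and 100% = 0.3 times that DMSO median; strong numbers were not always called active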
GRK2 aptamer HTS – human GRK2 inhibition via aptamer displacement. bead flow cytometry, FAM-aptamer displacement from GRK2. AID 488847. inhibition of aptamer binding, % at 10 µM. 0.59% of 330,000 active. P25098;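 active = inhibition of aptamer binding above 40%, roughly 3 SD of noise, on plates passing a quality check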;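 note: median bead fluorescence of bound FAM aptamer so fluorescent compounds give negative values; no value below 0 was filed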
Target sequence (P25098 whole entry, looked up): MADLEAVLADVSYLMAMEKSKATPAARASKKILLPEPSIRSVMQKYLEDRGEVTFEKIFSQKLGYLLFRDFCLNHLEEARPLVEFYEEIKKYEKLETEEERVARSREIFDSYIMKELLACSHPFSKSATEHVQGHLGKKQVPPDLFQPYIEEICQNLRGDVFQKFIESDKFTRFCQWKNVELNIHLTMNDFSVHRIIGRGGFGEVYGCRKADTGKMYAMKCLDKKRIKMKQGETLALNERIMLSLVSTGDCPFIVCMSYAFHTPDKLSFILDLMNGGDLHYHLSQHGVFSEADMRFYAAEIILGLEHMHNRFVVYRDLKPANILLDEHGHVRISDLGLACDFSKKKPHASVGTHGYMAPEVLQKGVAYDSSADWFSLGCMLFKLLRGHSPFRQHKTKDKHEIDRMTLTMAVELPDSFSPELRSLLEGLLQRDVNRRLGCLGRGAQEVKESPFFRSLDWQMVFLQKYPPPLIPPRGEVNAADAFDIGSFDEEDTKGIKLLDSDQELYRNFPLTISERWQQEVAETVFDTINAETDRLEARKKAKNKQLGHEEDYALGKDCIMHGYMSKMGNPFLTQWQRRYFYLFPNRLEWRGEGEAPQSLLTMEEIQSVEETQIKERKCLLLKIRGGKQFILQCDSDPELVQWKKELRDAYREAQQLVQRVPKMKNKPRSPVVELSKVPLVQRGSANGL
VLA-4 inh – inhibition in a human VLA-4 binding assay | VLA-4 expressing cells, ligand binding flow cytometry | P13612 | 0.2% of 330,000 active | inhibition, % (about 7 µM as worked out from the volumes in the protocol); in the data active = inhibition above about 50%
CTSL1 counter – counter-screen for PFM18AAP inhibitors: inhibitors of F. hepatica cathepsin L1; 0.49% of 300,000 active; AID 1906; inhibition, % at 5.96 µM; recombinant F. hepatica cathepsin L1, Z-Leu-Arg-MCA fluorescence;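 active = inhibition above the mean of all tested compounds plus 3 SD, set per screening campaign, cut at about 17% in these data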;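 note: 0% = plate median of test compound wells and 100% = 1 µM Z-Phe-Ala-diazomethylketone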
PP5 primary – PP5 (human) phosphatase inhibition; P53041; purified PP5c, OMFP substrate fluorescence; inhibition, % at 6.7 µM; 0.18% of 320,000 active; AID 1987;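 active = inhibition above the campaign's mean inhibition across all tested compounds plus 3 SD, cut at about 9.5% in these data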;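 note: 0% = DMSO only and 100% = 100 µM cantharidin control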
HCV core dimer – HCV core protein dimerization inhibition. TR-FRET GST/Flag-core106 dimerization, 1536-well. inhibition, % at 5 µM. 0.33% of 300,000 active. AID 1899;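 active = inhibition above the mean of all tested compounds plus 3 SD, set per screening campaign, cut at about 45% in these data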
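Material: GST/Flag-tagged HCV core106 proteins. Incubation: 4 h, 22.5 °C incubation. Read-out basis: inhibition (%) from 671 over 617 nm ratio. Measured by: TR-FRET, excitation 340 nm, emission 617 and 671 nm.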
procasp7 counter – activates human procaspase-7, counter-screen for procaspase-3 activators. recombinant procaspase-7, Ac-DEVD-pNA absorbance 405 nm; D23A/D198A/D206A triple mutant, cannot self-cleave; scale: DMSO 0, 5 µM enzyme 100. activation, % at 8.5 µM. 0.093% of 330,000 active. AID 463210;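 active = percent activation above the screen-wide mean plus 3 SD, cut at about 25% in these data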
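Assay system: Uncleavable procaspase-7 mutant enzyme; Input: 2 µM procaspase-7 mutant as dispensed; Also added: DEVD-pNA substrate; Medium: Zinc-free HEPES pH 7.4 with 300 mM NaCl, 0.01% Triton X-100; Timing: 1 h compound preincubation, 2 h substrate cleavage, 25 °C; Measured by: Epi-absorbance of released pNA at 405 nm, two timepoints.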
procasp3 activ – activates human procaspase-3 | 0.11% of 330,000 active | P42574 | AID 463141 | recombinant procaspase-3 D3A, Ac-DEVD-pNA absorbance 405 nm | activation, % at 8.5 µM;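 active = activation above the mean of all tested compounds plus 3 SD, cut at about 21% in these data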;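 note: 0% = DMSO alone and 100% = DMSO wells spiked with extra 5 µM PC-3 D3A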
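Technique: 405 nm absorbance of p-nitroaniline, reads at 0 and 120 min; Test system: Procaspase-3 D3A mutant; Incubation: 1 h enzyme-compound preincubation, then 2 h substrate reaction, 25 °C; Repeats: singlicate, each compound tested once; Benchmarks: low control DMSO wells, high control DMSO plus 5 µM PC-3 D3A.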
Starred values were filed as active, the others as inactive; i = inactive; . = no result given.

SMILES | PP1 inh | JMJD2C inh | GRK2 aptamer HTS | VLA-4 inh | CTSL1 counter | PP5 primary | HCV core dimer | procasp7 counter | procasp3 activ
O=C(NCC(=O)N(CCN1CCOCC1)C(C(=O)NC1CCCC1)c1ccccc1)c1cccs1 (centres undefined) | -1 | 15 | 0 | 12 | -1 | 2.9 | -4 | 5 | -6
CCOc1ccc(NC(=O)CCN2CCN(S(=O)(=O)c3ccc(Cl)cc3)CC2)cc1 | 0 | 11 | 4 | 5 | 1 | 1.2 | -1 | -1 | 8
Cc1ccc(S(=O)(=O)Nc2ccc(OCC(=O)N3CCOCC3)cc2)c(C)c1NS(C)(=O)=O | -1 | -5 | 4 | -23 | 2 | 1.5 | -20 | -6 | -6
CCOC(=O)N1CCN(C(=O)c2cn(CC)c3ccc(S(=O)(=O)N4CC(C)CC(C)C4)cc3c2=O)CC1 (centres undefined) | -4 | i | 0 | 10 | 3 | 2.1 | 3 | 4 | 7
Cc1cnc(NC(=O)C2CCCO2)s1 (centres undefined) | -12 | 10 | 0 | 21 | 0 | -0.6 | -4 | 8 | 5
CC1Cc2ccccc2N1C(=O)COC(=O)c1ccc(N(C)C)cc1 (centres undefined) | 2 | 5 | 0 | -3 | . | 5.8 | . | -6 | 0
CCN(CC(=O)Nc1c(F)cccc1F)C(=O)CCNC(=O)c1ccccc1OC | -7 | 8 | 2 | -3 | -2 | -1.1 | -1 | -3 | 13
Clc1ccc(-c2cn3cccnc3n2)cc1Cl | 5 | -2 | 1 | -86 | 6 | -0.2 | 13 | 3 | -5
CN(CC(=O)Nc1ccc(F)cc1)C(=O)COC(=O)C1CCN(c2ccc(C(F)(F)F)cn2)CC1 | -4 | -3 | 2 | -1 | -1 | 1.9 | -4 | 3 | -7
CCN(CC)S(=O)(=O)c1cc(C(=O)O)ccc1Cl | -5 | 51 | 4 | 9 | 0 | -0.6 | -3 | -7 | 0
CC(C)Oc1cccc(C(=O)C2CCCN(C(=O)c3ccnn3C)C2)c1 (centres undefined) | 2 | -10 | 0 | -186 | -3 | 1.8 | -1 | -1 | 10
COc1cccc(-c2ncc3ccccc3c2COC(=O)N2CCCCC2)c1 | 3 | -7 | 2 | 0 | . | 4.0 | . | 1 | 6
Cc1nc2sc(C(c3cccc(F)c3)N3CCC(C)CC3)c(O)n2n1 (centres undefined) | 0 | -3 | 0 | 6 | 0 | 1.5 | -3 | -5 | -3
CCOc1ccc2cc(S(=O)(=O)N3CCN(C)CC3)ccc2c1 | 3 | -1 | 3 | -22 | 0 | 2.6 | 0 | 3 | -1
C#CCOCCOCCOCCNc1nc(N2CCN(C(=O)C([C@@H](C)CC)n3cc(C(N)CC(C)C)nn3)CC2)nc(N2CCN(C(=O)[C@H](CCC(=O)O)n3cc(C(N)Cc4ccc(O)cc4)nn3)CC2)n1 (some centres undefined) | 4 | -1 | 2 | -2 | 1 | 0.9 | 1 | 1 | 5
Cc1[nH]c2ccccc2c1/C=N\NC(=O)CNc1ccc2c(c1)OCO2 | -2 | 4 | 3 | 14 | 1 | 1.6 | 8 | -32 | -25
Nc1c2c(nc3sc4c(c13)CCCC4)CCCCCC2 | 2 | -5 | 83* | 10 | -4 | 3.3 | -14 | 0 | -7
O=C(Cc1c(O)c2ccccc2[nH]c1=O)NCc1ccccc1 | 3 | -2 | 6 | 1 | 0 | 0.0 | 3 | 0 | 11
COc1ccc(C2CC(c3ccccc3)=NN2C(=O)CSc2nccc(=O)[nH]2)cc1 (centres undefined) | -1 | . | . | 12 | -2 | -0.7 | 17 | 0 | 1
COc1ccc(OC)c(CNC(=O)C2CCCN(S(=O)(=O)N3CCC(C)CC3)C2)c1 (centres undefined) | -2 | 3 | 1 | -3 | -2 | -0.2 | -5 | 10 | 3
C[C@H](CO)N1C[C@H](C)[C@@H](CN(C)S(=O)(=O)c2ccc(F)cc2)Oc2ccc(NC(=O)Nc3ccc(C(F)(F)F)cc3)cc2C1=O | . | 3 | 0 | 24 | . | . | . | 6 | 1
CCc1ccccc1NC(=O)c1noc(C(C)C)c1[N+](=O)[O-] | 1 | 2 | 2 | 4 | 1 | 1.8 | 0 | -4 | -1
COc1ccccc1Nc1nc(-c2cccc(N3C(=O)c4ccccc4C3=O)c2)cs1 | -6 | -11 | 1 | 3 | -1 | 1.8 | 10 | -19 | -9
Cc1ccc(Nc2nnc(SCC(=O)Nc3cccnc3Cl)s2)cc1C | 5 | 1 | 0 | 10 | 0 | 7.1 | 0 | -4 | 7
Cc1ccccc1Cn1nc(C)c(NC(=O)c2cc(-c3cccs3)on2)c1C | 4 | -2 | 3 | 7 | -3 | 5.4 | 4 | 6 | -1
CC1CCC2(CC1)NC(=O)N(CC(=O)NCc1ccc(Cl)cc1)C2=O (centres undefined) | . | 3 | 0 | -3 | . | . | . | 4 | 2
CCOCC(=O)Nc1cc(C(=O)Nc2cc(C)cc(C)c2)ccc1Cl | -3 | 0 | 0 | -1 | 2 | 2.5 | 1 | 0 | -5
CCCOc1ccc(C(=O)c2ccccc2C(=O)OC2CCOC2=O)cc1OCCC (centres undefined) | 3 | 8 | 1 | 1 | . | 2.5 | . | 3 | 19
O=C(O)Cc1ccc(Oc2ncc(C(F)(F)F)cc2Cl)cc1 | -1 | -2 | 4 | 10 | 6 | 3.3 | 8 | 1 | 3
Fc1ccccc1C(c1nnnn1C1CCCC1)N1CCN(Cc2ccccc2)CC1 (centres undefined) | 2 | -18 | 4 | 14 | 2 | 3.6 | 4 | 7 | 5
CCOc1ccccc1CNC(=O)CCc1cn(CC)c2ccccc12 | 5 | -6 | 0 | 13 | 2 | 0.7 | 7 | -2 | -4
C[C@H]1CCC(=O)N([C@H](CC#N)Cc2ccccc2)CC1 | -4 | -19 | 0 | -10 | -4 | -0.4 | -4 | -1 | 3
O=C(Cc1ccc(F)cc1)N1CCC(CC2CC(c3ccc(Cl)cc3)=NO2)(C(=O)NCC2CCCCC2)CC1 (centres undefined) | 9 | . | 1 | -11 | 5 | 1.6 | 18 | 9 | 7
CC(C)CC[n+]1ccn(-c2nc3ccccc3nc2[N-]S(=O)(=O)c2ccc(Cl)cc2)c1 | -3 | -9 | 2 | 0 | 0 | -2.7 | 9 | 2 | -6
O=C(NC1CCCc2c1cnn2-c1ccccc1F)c1ccccn1 (centres undefined) | -1 | -31 | 3 | -5 | 1 | -0.8 | -15 | 0 | -6
Cc1ccc(SC(C)C(=O)NCCC2=CCCCC2)cc1 (centres undefined) | 2 | 11 | 0 | -35 | -1 | 0.0 | 6 | 2 | 6
CC(=O)NC1=NC(=O)C(C)S1 (centres undefined) | -2 | 1 | 1 | 2 | 0 | 0.8 | -3 | 7 | -8
O=C(O)C/C(=C\c1cc2c(cc1Br)OCO2)c1nc2ccccc2s1 | 1 | 0 | 1 | -319 | 1 | -0.8 | -1 | -13 | -9
O=C(NCCSc1ccccc1)c1ccccc1 | 2 | 6 | 0 | 15 | 0 | 3.8 | -5 | -3 | 0
CC(Oc1ccccc1)C(=O)Nc1cccc(-c2nc3ccccc3[nH]2)c1 (centres undefined) | 2 | 32 | 0 | 8 | 2 | 6.6 | 3 | -8 | 4
O=C(Nc1ccc2c(c1)OCO2)c1ccc(S(=O)(=O)N2CCCC2)cc1 | -3 | -13 | 4 | -1 | 3 | -0.9 | 5 | -1 | -5
CCOC(=O)N1CCN(S(=O)(=O)c2c(C)nn(C)c2C)CC1 | -2 | -8 | 0 | 8 | -6 | 2.3 | -4 | -8 | 0
O=C(Cc1ccccc1)Nc1nnc(-c2ccco2)s1 | 1 | 4 | 0 | -12 | 0 | -0.6 | 3 | -3 | -1
Cc1c(Br)ccc(NC(=O)c2ccccc2[N+](=O)[O-])c1C | 0 | 2 | 0 | 6 | 1 | 1.1 | -6 | -6 | 5
CCCCn1c(N)c(N(CCC(C)C)C(=O)C2=NN(c3cc(C)ccc3C)C(=O)CC2)c(=O)[nH]c1=O | 1 | 4 | 1 | -3 | -2 | 0.5 | -2 | -2 | -10
CCc1n[nH]c(=S)n1/N=C/c1ccc(N(C)c2ccccc2)cc1 | 0 | 45 | 2 | -1 | 6 | 1.4 | 8 | -42 | -32
COc1ccc(/C=N/NC(=O)/C(=C/c2ccccc2)CCO)cc1 | 0 | -2 | 0 | 4 | -3 | -0.7 | -6 | 18 | -7
c1ccc(C2COC(c3cccs3)=N2)cc1 (centres undefined) | 1 | 6 | 2 | 20 | -2 | 4.2 | -3 | 8 | 1
CC(C)(C)NC(=O)CN(Cc1cccs1)C(=O)CNS(=O)(=O)c1ccc(F)cc1 | -5 | 0 | 0 | -5 | 4 | 0.0 | 2 | 9 | 2
O=S(=O)(NCc1cccnc1)c1ccc(Br)s1 | -5 | 38 | 3 | 4 | 2 | 1.3 | 0 | 0 | -2
Cc1nc(SC2CC(=O)N(c3ccc([N+](=O)[O-])cc3)C2=O)nc2c1CCCC2 (centres undefined) | -3 | 19 | 1 | -6 | 1 | 2.6 | 3 | -16 | -29
CCCN1CCC(=O)N([C@H](CN=[N+]=[N-])CC(C)C)CC1 | 5 | -11 | 0 | -7 | -3 | 1.4 | -6 | 7 | 8
CCCCOC(=O)CSc1nnc(-c2ccc(Cl)cc2Cl)o1 | -1 | 9 | 0 | -2 | 9 | 1.3 | 2 | 9 | 10
COC(=O)c1ccccc1S(=O)(=O)NNC(=O)Nc1ccccc1 | -1 | -27 | 0 | 2 | -4 | 2.5 | -2 | -3 | 1
O=C(CNc1ccc(F)cc1F)NC(=O)NCc1ccco1 | 0 | 11 | 1 | 6 | -3 | -2.2 | 0 | 0 | 1
COC(=O)C(C(=O)OC)c1ccc(N)cc1 | 1 | 24 | 0 | 14 | 1 | 1.3 | -1 | -3 | 4
CSc1nnc2c3cc(C)ccc3n(Cc3ccccc3)c2n1 | 4 | 1 | 0 | 7 | -4 | 1.9 | 24 | 1 | -8
COc1ccc(N2CCN(CC(=O)Nc3nnc(-c4ccccc4)s3)CC2)cc1 | 6 | 0 | 0 | 13 | 1 | 0.1 | 19 | 9 | 2

Sorted by count of non-hydrogen atoms (high to low): part of the list above.
SMILES | PP1 inh | JMJD2C inh | GRK2 aptamer HTS | VLA-4 inh | CTSL1 counter | PP5 primary | HCV core dimer | procasp7 counter | procasp3 activ
CC(C)(C)NC(=O)CN(Cc1cccs1)C(=O)CNS(=O)(=O)c1ccc(F)cc1 | -5 | 0 | 0 | -5 | 4 | 0.0 | 2 | 9 | 2
COC(=O)c1ccccc1S(=O)(=O)NNC(=O)Nc1ccccc1 | -1 | -27 | 0 | 2 | -4 | 2.5 | -2 | -3 | 1
CCOC(=O)N1CCN(S(=O)(=O)c2c(C)nn(C)c2C)CC1 | -2 | -8 | 0 | 8 | -6 | 2.3 | -4 | -8 | 0

Assay outcomes from PubChem BioAssay.
